Lipid storage S3: qHTS Assay for Lipid Storage Modulators in Drosophila S3 Cells | 0.64% of 320,000 active | Potency in µM for hits, for the others lipid storage change, negative = inhibition, % at the top dose, mostly 46.1 µM | AID 2685, 2010 | Drosophila S3 cells, BODIPY lipid droplet fluorescence, 18-24 h; cells fed with added oleic acid; active = well fitted inhibition curve with a large enough effect in the signal ratio, with a control signal flat, not every such curve was filed as active; inconclusive = small, poorly fitted or top-dose-only effect, or effect the other way, or a change in a side signal; the % refers to the signal ratio
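Laser-scanning cytometry quantifies lipid droplet accumulation (500–530 nm total intensity; droplet/cell object ratio) in oleic acid-fed (400 uM added) Drosophila S3 cells treated with a concentration series. 20 uM Triacsin C defined 100% inhibition.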
Lipid storage S3 cell count max: further read-out of Lipid storage S3, marked with its call; cell number change, %; measured here: cell count max response;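 cells counted by Cell Tracker Red CMTPX staining in the red channel; peak over a dose series mostly up to 46.1 µM; percent activity relative to internal control wells on each plate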
Active calls of the source: *; i = inactive; ? = inconclusive; · = no result given. % is set by controls: 0 for no effect and ±100 for the full control effect; potency is the fitted concentration of half-maximal effect. Some of the compounds tested; rates above refer to the full screens.

SMILES	Lipid storage S3	Lipid storage S3 cell count max
O=C(CSc1nc2c(c(=O)n1-c1ccc(Cl)cc1)SCC2)NCC1CCCO1 (configuration not stated)	?	·
CCOC(OCC)c1cn(Cc2ccc3c(c2)C(=O)c2ccccc2C3=O)nn1	?	·
CC(=O)Nc1ccccc1NC(=O)c1cc(C)cc(C)c1	18%	22
COc1ccc(NC(=O)CSc2nc(N)c3cc4c(nc3n2)CC(C)(C)OC4)cc1	?	·
O=C(/C=C/c1cccs1)N1CCC2(CC1)Oc1ccc(Cl)cc1C(=O)C21CC(c2cccnc2)=NO1 (configuration not stated)	?	·
Cc1cc(C)c(NC(=O)c2ccoc2C)c(C)c1	?	·
CN(C)CCC(=O)NCC1OCCc2ccccc21 (configuration not stated)	?	·
Cc1ccc(-n2c(N)cc(=O)nc2SCC(=O)N2CCN(c3ccccc3)CC2)cc1	-6%	-10
CC(Sc1nnc(-c2cccnc2)n1-c1ccccc1)C(=O)NCc1ccc2c(c1)OCO2 (configuration not stated)	?	·
COC(=O)c1cc(NC(=O)c2cccc([N+](=O)[O-])c2C)ccc1Cl	-2%	13
O=C(CSc1nc2[nH]ncc2c(=O)n1-c1ccccc1Br)NCc1ccco1	i	·
CCOc1ccc(NS(=O)(=O)c2ccc3[nH]cc(C(=O)NCCOC)c(=O)c3c2)cc1	?	·

Sorted by SMILES length (falling): three of the compounds above.
SMILES	Lipid storage S3	Lipid storage S3 cell count max
O=C(CSc1nc2c(c(=O)n1-c1ccc(Cl)cc1)SCC2)NCC1CCCO1 (configuration not stated)	?	·
Cc1cc(C)c(NC(=O)c2ccoc2C)c(C)c1	?	·
CN(C)CCC(=O)NCC1OCCc2ccccc21 (configuration not stated)	?	·

(more compounds)
SMILES	Lipid storage S3	Lipid storage S3 cell count max
O=C(O/N=C1\CCCc2ccccc21)c1ccc(F)cc1	?	·
Cn1c(=O)c2ccccc2n(CC(=O)NC2CCCCC2)c1=O	?	·
CC(=O)Nc1cccc(C(=O)OCC(=O)Nc2ccc(Cl)cn2)c1	?	·
O=[N+]([O-])c1cc(C(F)(F)F)ccc1NC1CCN(Cc2ccccc2)C1 (configuration not stated)	?	·
N#Cc1c(/N=C/c2ccc(Br)s2)sc2c1CCC2	9%	-2
Cc1ccc2oc(C(=O)Nc3ccc(S(=O)(=O)Nc4ncccn4)cc3)c(C)c2c1	i	34
O=C(COC(=O)c1ccc(Cl)c(S(=O)(=O)N2CCOCC2)c1)NCc1ccco1	?	·
NS(=O)(=O)c1ccc(CCNC(=O)c2ccc(Br)s2)cc1	-5%	4
COc1cc(OC)c(/C=N/NC(=O)c2ccncc2)cc1Br	?	·
COc1ccc(NC(=O)Nc2ccc(N3CCCC3=O)cc2)cc1OC	?	·
CC(=O)NC(C)c1cc(Cl)c2cccnc2c1O (configuration not stated)	?	16
COc1ccc(S(=O)(=O)NCc2ccccn2)cc1NC(=O)c1ccccc1F	?	·
C/C(=N\NC(=O)Cc1ccc(Cl)cc1)c1ccccn1	-20%	9
CSc1cccc(NC(=O)CCn2c(=O)c3cccn3c3cccnc32)c1	?	·
CCC(=O)N1COC[C@@H]1Cc1ccccc1	0%	-2
CC1=NN(c2nc3ccccc3s2)C(O)(C(F)(F)F)C1 (configuration not stated)	12%	-7
NS(=O)(=O)c1ccc(CNC(=S)NC2CCCCC2)cc1	-4%	-9
CCn1c(C2CCN(Cc3ccccc3)CC2)n[nH]c1=S	13%	-8
COc1ccccc1/C=C/CN1CCC(CO)(Cc2ccccc2)CC1	-16%	-11
CCCn1c(Sc2nnnn2-c2ccccc2)n[nH]c1=O	?	·
COc1ccc(S(=O)(=O)N2CCCCC2)cc1NC(=O)CNc1ccc(F)cc1C	29%	12
COc1ccc(CCn2c(-c3ccncc3)n[nH]c2=S)cc1OC	8%	9
Fc1ccc([C@@H]2CCNC[C@H]2COc2ccc3c(c2)OCO3)cc1	2%	-16
COc1ccc(OC)c(Nc2ncnc3c2cnn3-c2ccccc2)c1	i	·
NC(c1ccccc1)c1cccnc1 (configuration not stated)	0%	-2
CC(/C=N/NC(=O)CCn1nnc2ccccc21)=C\c1ccccc1	8%	2
Clc1ccc(Nc2ncnc3ccc(Br)cc23)cc1	?	·
O=C(c1cccc(C(=O)N2CCN(c3ccccc3F)CC2)c1)N1CCN(c2ccccc2F)CC1	?	·
COc1ccc(C(=O)N[C@H](C(=O)Nc2ccc(OC)nc2)C(C)C)cc1	?	·
S=C(NCCc1ccccc1)N1CCN(C2CCCCC2)CC1	?	·
CCCn1c2ccccc2c2cnn(CC(=O)O)c(=O)c21	?	·
CSc1nc2nc(-c3cccs3)cc(C(F)(F)F)c2c(=O)[nH]1	-3%	15
COc1ccc(S(=O)(=O)Nc2cc(C)ccc2OC)cc1C	?	·
Cc1ncoc1C(=O)NCCC(c1ccccc1)c1ccccc1	7%	-10
CCCCC(=O)NC(=S)NNC(=O)CC	-5%	24
COc1ccc(-c2nnc(SCCc3ccccc3)n2N)cc1	?	·

Record cards, from the list above:
`CCCCC(=O)NC(=S)NNC(=O)CC` is entered as Lipid storage S3 = -5%; Lipid storage S3 cell count max = 24
`Clc1ccc(Nc2ncnc3ccc(Br)cc23)cc1` is entered as Lipid storage S3 = ?; Lipid storage S3 cell count max = ·

Later entries.
SMILES	Lipid storage S3	Lipid storage S3 cell count max
CCCCc1nc2cc(C(=O)N3CCN(c4cnccn4)CC3)ccc2o1	?	·
CCN(CCNC(=O)CN1CCN(Cc2ccc(Cl)cc2)C1=O)c1ccccc1	?	·
COc1ccccc1C(=O)Nc1nc2cc3c(cc2s1)OCCO3	?	·
COc1ccccc1NS(=O)(=O)c1cc(C(=O)N2CCN(C/C=C/c3ccccc3)CC2)ccc1C	?	·
COC(=O)c1ccc(C2NC(=O)c3ccccc3O2)cc1 (configuration not stated)	?	·
CC(C)(C)OC(=O)n1cc(CCO)c2ccccc21	i	-14
CCOc1ccc(NC(=O)CCN2C(=S)NC(C)(C)CC2C)cc1 (configuration not stated)	-3%	-10
O=C(COc1ccc(Cl)cc1)NCCCNC(=O)c1cccnc1	?	·
CC(C)(C)OC(=O)N/N=C/c1cccn1-c1ccc([N+](=O)[O-])cc1	-14%	3
COc1ccc(-c2nc(-c3cccc(C)c3)nc(Cl)c2C#N)cc1	?	·
Cc1ccc(S(=O)(=O)N(C)c2ccc(OCC(=O)Nc3nc4ccccc4s3)cc2)cc1	?	·
Cc1ccsc1C(=O)N1CCN(S(=O)(=O)c2cccc(F)c2)CC1	?	·
O=C(NNC(=O)C1CCN(Cc2cccc(F)c2)CC1)c1cccs1	?	·
NC(=O)c1ccccc1OCC(=O)O	?	·
CC(C)c1ccccc1NC(=O)COC(=O)COc1ccccc1[N+](=O)[O-]	?	·
COc1ccc(S(=O)(=O)NCc2ccco2)cc1N(C)S(=O)(=O)c1ccccc1	0%	3
Cc1ccc(-c2csc3nc[nH]c(=S)c23)cc1	?	·
COc1ccc(CNC(=O)C(C)N=C2NS(=O)(=O)c3ccccc32)cc1OC (configuration not stated)	10%	-16
O=C(Nc1cccnc1)c1ccccc1O	i	·
COCCOC(=O)C1=C(C)NC2=C(C(=O)CCC2)C1c1cc2c(cc1Br)OCO2 (configuration not stated)	?	·
CCOC(=O)c1cc([N+](=O)[O-])sc1NC(=O)c1ccc(S(=O)(=O)N2CC3(C)CC2CC(C)(C)C3)cc1 (configuration not stated)	-12%	-11
O=C(NNc1cccc(Cl)n1)Nc1ccc(F)cc1	12%	21
Cn1c(CNC(=O)CNC(=O)c2ccccc2)cc(=O)n(C)c1=O	?	·
COc1cc2c(cc1OC)C(C(=O)NCc1cccnc1)C(c1cccnc1)N(C)C2=O (configuration not stated)	3%	-1
CN(CC(=O)N1CCN(c2ccccc2F)CC1)S(=O)(=O)c1cnc[nH]1	i	24
CCOC(=O)[C@H]1[C@H]2COc3ccc(C)cc3[C@@H]2N2C(=O)CN(Cc3ccc(F)cc3)C(=O)[C@@]12C	?	·
CSc1cccc(NC(=O)COc2cccc3ccccc23)c1	?	·
Cc1nnc(NC(=O)Cc2cccs2)s1	4%	-7
CCN1C(=O)CSC1=Nc1ccc(C(=O)O)cc1	?	·
Cc1cc(C)n(-c2nc(C(F)(F)F)nc3ccccc23)n1	?	·
COc1cc(OC)cc(-c2c(-c3ccc(F)cc3)c3cc(Br)ccc3n2C)c1	?	·
CC1=C(C(=O)OCc2ccccc2)C(c2ccccc2Cl)NC(=O)N1CCCCCC(=O)O (configuration not stated)	i	-5
O=C(CC(NC(=O)c1ccccc1)c1ccccc1)Nc1ccc(F)c(F)c1 (configuration not stated)	?	·
Cc1nc(CN2CCCC2=NC#N)n(-c2ccccc2)n1	0%	8
N#Cc1ccc(NC(=O)Cn2cnc([N+](=O)[O-])c2)cc1	?	·
Cc1ccc(/C=C/C(=O)OCC(=O)N(CC(C)C)c2c(N)n(Cc3ccccc3)c(=O)[nH]c2=O)o1	?	·

2 consecutive records from above:
SMILES	Lipid storage S3	Lipid storage S3 cell count max
N#Cc1ccc(NC(=O)Cn2cnc([N+](=O)[O-])c2)cc1	?	·
Cc1ccc(/C=C/C(=O)OCC(=O)N(CC(C)C)c2c(N)n(Cc3ccccc3)c(=O)[nH]c2=O)o1	?	·

The results go on.
SMILES	Lipid storage S3	Lipid storage S3 cell count max
CC1=C([N+](=O)[O-])C(c2cccc(Br)c2)C2=C(N1)c1ccccc1C2=O (configuration not stated)	?	·
O=C1C2CCCN2C(=O)N1CCCCN1CCN(c2ccccc2)CC1 (configuration not stated)	?	·
COc1cccc(C2c3[nH]c4ccccc4c3C[C@H]3C(=O)N(CCCOC(C)C)CC(=O)N23)c1 (some centres not stated)	?	·
CCNC(=O)C(=O)Nc1cc2c3c(c1)CCC(=O)N3CCC2	?	·
Clc1nc(NCCN2CCOCC2)nc(NCc2ccccc2)n1	-8%	-17
COc1cc(CNC(=O)c2cc(C(=O)NCc3cc(OC)cc(OC)c3)n(C)n2)cc(OC)c1	i	·
O=C(OCC#CCSc1nnc(-c2ccncc2)o1)c1sc2ccccc2c1Cl	?	·
O=C(NCC1CCCO1)c1cccc(Oc2ccccc2)c1 (configuration not stated)	i	·
NC(=S)NNC(=O)Nc1ccc(Cl)c(Cl)c1	?	·
O=C1CCCN1CCCn1cnc2c([nH]c3ccc(F)cc32)c1=O	?	·
CCOc1cc(/C=C2/NC(=O)N(CC(=O)Nc3cccc(C)c3)C2=O)ccc1OCC(N)=O	?	·
COc1ccc(CN(C)Cc2cc(=O)n3ccsc3n2)c(OC)c1OC	-8%	30
Fc1ccc(COc2ccc(Br)cc2CNCc2ccncc2)cc1	?	·
CCOC(=O)c1c(N2C(=O)C3C4C=CC(O4)C3C2=O)sc2c1CCCC2 (configuration not stated)	?	·
CC(C)n1cnnc1SCC(=O)NC(=O)c1ccccc1	?	·
O=C(/C=C/c1ccc2c(c1)OCO2)NCc1ccc(F)cc1	?	·
CS(=O)(=O)N(CC(=O)NC1CCCC1)Cc1ccc(F)cc1	?	·
CCc1cc2c(=O)n(-c3ccccc3)cnc2s1	?	·
COC(=O)c1sc(N)c(C(=O)OC)c1CSc1nnnn1C	20%	5
Cc1cc(=O)oc2cc(NC(=O)CCC(=O)O)ccc12	?	·
Cc1ccc(NC(=S)N(CCCN2CCOCC2)Cc2cccs2)c(C)c1	11%	-11
Cc1ccc(C(=O)O)cc1S(=O)(=O)N1CCCC1	?	·
O=C(Cc1ccccc1)N1CCC(C(=O)N2CCN(c3ccc(F)cc3)CC2)CC1	?	·
Cc1ccc(NS(=O)(=O)c2c(C(=O)N3CCCCCC3)c(C)n(C)c2C)cc1C	?	·

Brought forward from above: 4 compounds; new compounds follow.
SMILES	Lipid storage S3	Lipid storage S3 cell count max
Cc1ccc(NC(=S)N(CCCN2CCOCC2)Cc2cccs2)c(C)c1	11%	-11
Cc1ccc(C(=O)O)cc1S(=O)(=O)N1CCCC1	?	·
O=C(Cc1ccccc1)N1CCC(C(=O)N2CCN(c3ccc(F)cc3)CC2)CC1	?	·
Cc1ccc(NS(=O)(=O)c2c(C(=O)N3CCCCCC3)c(C)n(C)c2C)cc1C	?	·
Cn1c(=O)c2[nH]cnc2n(-c2ccccc2)c1=O	?	·
COc1ccc(Cc2nc3ccc(C(=O)NCC4COCCO4)cc3o2)cc1 (configuration not stated)	?	·
O=C(COC(=O)c1cccs1)Nc1nnc(-c2ccccc2)o1	?	·
CCOc1ccccc1C(=O)NCC(=O)Nc1ncccc1C	?	·
COc1ccc(-n2nnnc2SCC(=O)Nc2ccc3c(c2)OCCO3)c(OC)c1	0%	-26
Cc1cccc(OCCn2nc(C(=O)O)c3ccccc3c2=O)c1	?	·
C=CCNCCCCOc1c(Cl)cc(C)cc1Br	-20%	-9
CCCC1=Nc2cc(C(=O)N3CCC(C(N)=O)CC3)ccc2Sc2ccccc21	?	·
Cc1ccc(NC(=O)C2C3C=CC4(O3)C2C(=O)N(CCCN2CCOCC2)C4C(=O)NC2CCCCC2)cc1Cl (configuration not stated)	-21%	11
COc1cc2nc(CN3CCOCC3)n(CC(=O)NCC(F)(F)F)c(=O)c2cc1OC	-11%	·
Cc1ccc(C(=O)Oc2cccnc2)cc1[N+](=O)[O-]	?	·
CCN1CCN(C(CNS(=O)(=O)c2ccc(C)cc2)c2ccccc2)CC1 (configuration not stated)	?	·
NC(N)=NS(=O)(=O)c1ccc(NC(=S)NC(=O)/C=C/c2ccccc2)cc1	?	·
C=CCn1c(O)c(N=NC(=O)CNC(=O)c2ccncc2)c2ccccc21	?	·
Oc1ccc2ccc3[nH]cnc3c2c1	?	·
